Screens: PubChem BioAssay, several laboratories
RGS4 pot: RGS4 potentiators or activators, primary screen, cell-based, HEK293 M3R inducible RGS4, calcium flux; carbachol calcium flux Fluo4; stronger effect = lower value; B-score at 10 µM; 310,000 compounds, 0.92% hits; AID 463111, 2010;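 active = B-score of the integrated calcium signal more than 4 SD below the library mean, with starting fluorescence not abnormally high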;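 also: negative B-score means reduced calcium response which marks RGS4 activation or potentiation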
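Detection: kinetic calcium fluorescence imaging with Fluo4-AM dye, 2 µM / Material: HEK293 cells with stable M3R and inducible RGS4 / Schedule: recording 10 s baseline at 1 Hz, 100 s post-agonist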
PolyA inhibitor: polyadenylation inhibitors in yeast reporter cells, primary screen, luminescence, S. cerevisiae; AID 1875, 2009; calls only at 12 µM; S. cerevisiae SKY197-pL101 polyadenylation reporter, beta-gal luminescence; efflux-impaired pdr1/pdr3 knockout yeast; score 100 = 6 SD above DMSO; 300,000 compounds, 0.02% hits;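 active = lowest replicate activity score at least 50, where 100 means six control SD above control mean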;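 also: yeast exposed to compound for 9 h at 30 °C; higher score means more reporter readthrough which indicates perturbed polyadenylation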
GSK3 alpha inh: blockers of GSK3A enzyme activity – biochemical, luminescence, cell-free homogeneous, HTS, primary screen | GSK-3 alpha kinase, ADP-Glo luminescence, 60 min | Glycogen synthase kinase-3 alpha (Homo sapiens), P49840 | AID 2650, 2010 | inhibition, % at 10 µM | 320,000 compounds, 0.1% hits;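 in the data active = inhibition above about 50%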;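 also: GST-tagged GSK-3 alpha with peptide substrate and 25 µM ATP; 0% = DMSO neutral wells and 100% = GW8510 positive control wells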
Target sequence (P49840 whole entry, looked up): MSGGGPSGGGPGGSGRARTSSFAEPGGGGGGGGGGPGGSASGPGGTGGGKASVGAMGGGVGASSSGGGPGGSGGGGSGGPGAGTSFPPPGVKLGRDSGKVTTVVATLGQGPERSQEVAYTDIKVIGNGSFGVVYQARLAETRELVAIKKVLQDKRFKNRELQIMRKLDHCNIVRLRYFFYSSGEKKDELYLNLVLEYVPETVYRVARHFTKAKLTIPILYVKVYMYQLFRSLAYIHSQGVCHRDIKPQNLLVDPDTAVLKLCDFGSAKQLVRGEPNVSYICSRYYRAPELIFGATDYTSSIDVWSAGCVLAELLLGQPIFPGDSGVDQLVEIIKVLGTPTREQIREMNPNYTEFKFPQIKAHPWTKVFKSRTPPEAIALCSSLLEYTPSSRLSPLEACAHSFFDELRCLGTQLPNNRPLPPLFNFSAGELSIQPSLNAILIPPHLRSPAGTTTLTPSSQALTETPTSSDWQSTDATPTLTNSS
KCNK9 block: KCNK9 potassium channel inhibitors, primary screen, HEK293 cells, thallium flux. 310,000 compounds, 1.2% hits. FluxOR thallium flux fluorescence; stronger effect = lower value. B-score at 10 µM. Potassium channel subfamily K member 9 (Homo sapiens), Q9NPC2;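 active = ratio B-score over 3 SD below the library mean, with starting fluorescence within 5 SD of its mean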;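 also: negative B-score means less thallium flux so channel inhibition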
Dyrk1A ADPGlo: rat Dyrk1A kinase inhibitors, primary screen, biochemical, single point, plate reader; 310,000 compounds, 0.43% hits; Dual specificity tyrosine-phosphorylation-regulated kinase 1A (Rattus norvegicus), Q63470; AID 504441, 2011; ADP-Glo luminescence, NFATc1 peptide; inhibition, % at 12.5 µM; in the data active = inhibition above about 50%;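 also: plate controls were vehicle with enzyme for no effect and no enzyme for full effect; many of its hits are not listed in these tables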
hERG rescue: hERG rescue from dofetilide block, primary screen, cell-based, CHO-hERG, FluxOR thallium flux, dofetilide IC70; AID 1511, 2009; activation (rescue from dofetilide block), less the hit threshold, % at 10 µM; dofetilide IC70 present; 310,000 compounds, 0.51% hits; Voltage-gated inwardly rectifying potassium channel KCNH2 (Homo sapiens), Q12809;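 active = activation above the mean of controls blocked by dofetilide plus 5 SD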;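 also: thallium influx through hERG after potassium depolarization seen as dye fluorescence rise; in these data hits start at about 4.7%; inactives centre near -7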
GSK3B inh: human GSK3beta kinase inhibitors, primary screen, biochemical, cell-free homogeneous, HTS. Glycogen synthase kinase-3 beta (Homo sapiens), P49841. GST-GSK3beta kinase, ADP-Glo luminescence, 60 min; stronger effect = lower value. activity score (negative = inhibition), % at 10 µM. 300,000 compounds, 0.038% hits. AID 2097, 2009;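 active = more than half of replicate wells score below -50%, meaning over 50% inhibition versus plate controls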;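 also: 0% = median DMSO wells and -100% = median GW8510 positive control wells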
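Test system – GST-tagged human GSK3beta kinase, cell-free · Incubation – 60 min enzyme reaction, room temperature · Signal – ADP-Glo luminescence · Also added – peptide substrate and ATP at 25 µM · Controls – DMSO neutral wells and GW8510 at 20 µM as positive · Buffer or medium – Tris/MgCl2 kinase buffer · Measure – Luminescence-derived activity versus plate DMSO and GW8510 wells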
KCNQ1 inh: inhibitors of human KCNQ1 channel, primary screen, cell-based, thallium flux, high-throughput | Potassium voltage-gated channel subfamily KQT member 1 (Homo sapiens), P51787 | CHO-K1 KCNQ1, FluxOR thallium flux fluorescence; stronger effect = higher value | B-score at 10 µM | 310,000 compounds, 1.3% hits;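 active = compounds whose thallium flux B-score, printed positive for inhibition, exceeds three library SD while starting fluorescence stays within three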;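 also: channel opened by potassium depolarization with thallium stimulus after 20 min compound exposure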
KCNQ1 pot: potentiators or activators of KCNQ1 channel, primary screen, cell-based, thallium flux, high-throughput. Potassium voltage-gated channel subfamily KQT member 1 (Homo sapiens), P51787. CHO-K1 KCNQ1, thallium flux FluxOR fluorescence; stronger effect = higher value. B-score at 10 µM. 310,000 compounds, 0.35% hits. AID 2648, 2010;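 active = fluorescence ratio B-score, a plate-corrected score, at least three library SD, with initial intensity B-score within 5 SD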
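System: CHO-K1 cells stably expressing KCNQ1 / Medium: assay buffer for compound exposure, DMSO matched across wells / Reagent: thallium- and potassium-containing depolarizing buffer / Compound: one concentration, matched DMSO / Incubation: 20 min compound pretreatment at room temperature / Measured by: kinetic FluxOR fluorescence, 10 s baseline plus 110 s post-stimulus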
HDAC3 inhib: HDAC3 deacetylase inhibitors, primary screen, biochemical, fluorescence, cell-free homogeneous. Histone deacetylase 3 (Homo sapiens), O15379. recombinant HDAC3, fluorogenic peptide/trypsin coupled. inhibition, % at 8.3 µM. 320,000 compounds, 0.15% hits; in the data active = inhibition above about 26%, passing the limit was not always enough
KCNK3 block: human KCNK3 channel inhibitors, primary screen, CHO cells, FluxOR thallium flux, B-score; B-score at 10 µM; Potassium channel subfamily K member 3 (Homo sapiens), O14649; AID 602410, 2012; FluxOR fluorescence; stronger effect = lower value; 340,000 compounds, 0.84% hits;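 active = B-score under library mean minus 4 SD, starting fluorescence ratio at most library mean plus 5 SD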;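 also: more negative B-score means stronger inhibition of thallium flux through KCNK3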
Target sequence (O14649 whole entry, looked up): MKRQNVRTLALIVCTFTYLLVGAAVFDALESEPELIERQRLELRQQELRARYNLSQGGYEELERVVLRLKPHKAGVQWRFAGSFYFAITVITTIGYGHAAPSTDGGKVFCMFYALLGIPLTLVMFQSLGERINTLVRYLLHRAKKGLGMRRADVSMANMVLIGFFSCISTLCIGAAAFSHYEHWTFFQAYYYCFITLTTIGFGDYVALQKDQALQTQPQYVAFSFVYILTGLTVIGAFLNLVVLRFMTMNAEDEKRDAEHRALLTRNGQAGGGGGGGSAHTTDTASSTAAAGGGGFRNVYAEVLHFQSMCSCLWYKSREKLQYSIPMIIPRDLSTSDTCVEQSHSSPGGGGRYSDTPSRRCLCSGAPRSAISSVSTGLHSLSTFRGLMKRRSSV
* marks the source's active call; other numbers are inactive results; i = inactive; nt = not tested or not shown; & = joins results of further samples. An excerpt; the hit share may differ from the screen's.

entry	Structure	RGS4 pot	PolyA inhibitor	GSK3 alpha inh	KCNK9 block	Dyrk1A ADPGlo	hERG rescue	GSK3B inh	KCNQ1 inh	KCNQ1 pot	HDAC3 inhib	KCNK3 block
1	CCC(=O)Nc1ccc(Cl)c(NC(=O)c2cccc(OC)c2)c1	i	i	0	i	-2	-8	-6	i	i	9	i
2	CCOC(=O)NN1C(=O)c2ccccc2NC1C (centres undefined)	i	i	-2	i	2	-14	0	i	i	0	i
3	CCOC(=O)c1sc2nc(COC(=O)c3c(F)cccc3F)[nH]c(=O)c2c1C	i	i	-3	i	-4	-9	0	i	i	6	i
4	O=C(CSC(=S)N1CCCC1)N1CCN(S(=O)(=O)c2ccccc2F)CC1	i	i	0	i	-2	-12	-2	i	i	3	i
5	CCCCC(=O)Nc1ccc(C(=O)N2CCN(c3ccccc3OC)CC2)cc1	i	i	-3	i	7	0	-2	i	i	5	i
6	S=C(NCc1ccncc1)Nc1ccccc1	i	i	0	i	-7	-11	1	i	i	-7	i
7	CCCNC(=O)c1ccc(N2CCC3(CC2)CC(c2ccccc2)=NO3)c(NC(=O)Cc2ccc(F)cc2)c1	i	i	nt	i	-13	-11	2	i	i	6	i
8	CCOC(=O)c1c(Cc2cccc(Cl)c2)c[nH]c1C	i	i	-15	-10*	-2	-22	-1	6*	i	12	i
9	Nc1c(C(=O)O)sc2nc(-c3ccccc3)cc(-c3ccc(Cl)cc3)c12	i	i	-3	i	1	-9	1	i	i	0	i
10	CON/C=N/C(=S)Nc1ncc(C(F)(F)F)cc1Cl	i	i	-3	i	0	15*	-1	i	51*	3	i
11	CCOC(=O)C1CCN(C(c2ccc(OC)c(OC)c2)c2sc3nc(C)nn3c2O)CC1 (centres undefined)	i	i	0	i	2	-3	4	i	i	1	i
12	CN(CC(=O)Nc1nc2ccccc2s1)S(=O)(=O)c1ccc(Br)cc1	i	i	-1	i	17	-11	1	i	i	-1	i
13	CCCn1nnnc1NCc1ccc(N2CCCC2)cc1	i	i	-1	i	-1	-6	4	i	i	1	i
14	Cc1cc(C)cc(NC(=O)OCCN2CCN(Cc3ccccc3)CCC2=O)c1	i	i	-2	i	4	-11	1	i	i	0	i
15	O=C(C1CCN(S(=O)(=O)N2CCC3(CC2)OCCO3)CC1)N1CCN(Cc2ccccc2)CC1	i	i	-1	i	-10	0	1	i	i	-6	i
16	CCCCOC(=O)c1cc(C)nc2ccc(Br)cc12	i	i	-3	i	-6	6.5*	2	i	i	-5	i
17	Cc1ccc(CSCC(=O)NCCc2ccccc2)cc1	i	i	-2	i	-4	-9	0	i	i	-11	i
18	Nc1cccc(Nc2nc(OC(C(F)(F)F)C(F)(F)F)nc(OC(C(F)(F)F)C(F)(F)F)n2)c1	i	i	1	i	0	-11	-3	i	i	49*	i
19	Oc1ccc(Br)cc1/C=N/n1c(COc2ccccc2)n[nH]c1=S	i	i	16	i	8	-11	-3	i	i	17	i
20	COc1ccc(/C=C(\C#N)C(=O)OCC(=O)NCc2ccccc2OC)cc1	i	i	nt	i	-2	-1	0	i	i	nt	i
21	CC1=C(C(=O)N2CCCCC2)C(c2cccs2)C2=C(CCCC2=O)N1 (centres undefined)	i	i	nt	i	4	-5	-1	i	i	-2	i
22	COC(CNC(=O)c1ccc2c(c1)nc(C)n2-c1cc(C)cc(C)c1)OC	i	i	-1	i	12	-7	-2	i	i	-2	i
23	O=C(NCCN1C(=O)S/C(=C/c2cccnc2)C1=O)C1CC(=O)N(Cc2ccccc2)C1 (centres undefined)	i	i	2	i	-7	-8	2	i	i	6	i
24	O=C(Cn1c(=O)c2cccn2c2ccccc21)Nc1cc(F)ccc1F	i	i	0	i	-5	-10	-3	i	i	1	i
25	C=CCn1nc(-c2ccccc2)c(N2CCCCC2)cc1=O	i	i	2	i	2	-18	3	i	i	-10	i
26	COc1ccc(NC(=O)c2ccc(N3C(=O)C4CC=C(C)CC4C3=O)cc2)c(OC)c1 (centres undefined)	i	i	1	i	2	-11	-4	i	i	-8	i
27	Cc1cc2cc3c(cc2nc1SCC(=O)OC(C)C)OCCO3	i	i	-1	i	-1	-12	-23	i	i	4	i
28	COc1ccc2c(C)cc3n[nH]c(=S)n3c2c1	i	i	nt	i	26	-13	-8	i	i	-15	i
29	CCn1c(SCC(=O)NCCc2ccccc2)nc2c([nH]c3ccccc32)c1=O	i	i	7	i	-6	3	-7	i	i	-1	i
30	COC(=O)c1nc(NNC(=O)c2ccccc2)sc1-c1ccccc1	i	i	-2	i	nt	-2	1	i	i	5	i
31	COc1cc(CN2CCN(c3cc(C)ccc3C)CC2)cc([N+](=O)[O-])c1O	i	i	0	i	nt	-13	2	i	i	5	nt
32	Cn1c(-c2cc(Cl)ccc2O)nc2c1c(=O)[nH]c(=O)n2Cc1ccccc1	i	nt	3	i	-5	-9	0	i	i	-14	i
33	O=C(Nc1ccccc1C(=O)Nc1ccc2c(c1)OCO2)c1cccs1	i	i	0	i	1	-9	1	i	i	-1	i
34	CCCc1nn2c(N)c(/C=C3\C=Nc4ccccc43)c(=O)nc2s1	i	i	1&-3	i	4&1	-6&-10	4&-3	i	i	-4&-5	i
35	O=C(/C=C/Nc1ccc(F)cc1)c1cccs1	i	i	-1	i	0	-3	-5	i	i	17	i
36	Cc1ccc2c(c1C)NC(=O)C2(O)CC(=O)c1ccc2c(c1)OCO2 (centres undefined)	i	i	-2	i	8	-7	0	i	i	9	i
37	CC(C)(Oc1ccc(CCNC(=O)c2ccc(-c3ccccc3)o2)cc1)C(=O)O	i	i	0	i	1	-3	1	i	i	3	i
38	O=C(c1cccc(F)c1)N1CCN(Cc2c[nH]c3ccccc23)CC1	i	i	0	i	-3	-3	0	i	i	7	i
39	Cc1ccc(S(=O)(=O)NCC(=O)NC2CC2)cc1	i	i	0	i	4	-8	3	i	i	nt	i
40	Cc1nnc(SCc2ccccc2Cl)n1CC1CCCO1 (centres undefined)	i	nt	-4	i	-3	-18	-3	i	i	6	i
41	CCC(c1nnc(SCC(=O)Nc2cccc(S(N)(=O)=O)c2)n1Cc1ccccc1)N(C)C (centres undefined)	i	i	-4	i	8	-17	1	i	i	nt	i
42	Cc1oc(-c2cc(F)ccc2F)nc1CN(C)Cc1ccc2nccnc2c1	i	i	0	i	-1	-14	3	i	i	3	i
43	Nc1nc(-c2ccccc2)nc2sc3c(c12)CCCC3	i	i	0	i	-5	-10	-4	i	i	-4	i
44	Cc1nn(Cc2ccc(C(=O)Nc3ccccc3F)cc2)c(C)c1Cl	i	i	-1	i	1	-9	-3	i	i	3	i
45	Cc1ccc(CN(C)C(=O)c2cc(COc3cccc(C(F)(F)F)c3)on2)o1	i	i	-2	i	5	-13	0	i	i	11	i
46	CCC(Br)C(=O)Nc1ccc(OC)cc1 (centres undefined)	i	i	-2	i	1	-5	-3	i	i	8	i
47	C#CCOCCOCCOCCNc1nc(N2CCOCC2)nc(N2CCN(C(=O)[C@H](CCCCN)n3cc([C@@H](N)CC(C)C)nn3)CC2)n1	i	i	-2	i	nt	-6	-4	i	i	0	i
48	Cc1ccc(-c2cnn3c(N4CCOCC4)cc(C)nc23)cc1	i	i	0	i	-14	-11	2	i	i	-11	i
49	CC12CCC(C(=O)NCc3ccccc3)(OC1=O)C2(C)C (centres undefined)	i	i	0	i	0	-2	4	i	i	-1	i
50	COc1ccc(C(CNC(=O)c2oc3ccc(F)cc3c2C)N2CCCCC2)cc1 (centres undefined)	i	i	nt	i	-2	-17	-4	i	i	nt	i
51	CCOc1ccc2nc(N(CCN(CC)CC)C(=O)c3cccc([N+](=O)[O-])c3)sc2c1	i	i	-2	i	0	-6	-1	i	i	8	i

Just KCNQ1 pot, hERG rescue and RGS4 pot, for three of the compounds above:
item	SMILES	KCNQ1 pot	hERG rescue	RGS4 pot
46	CCC(Br)C(=O)Nc1ccc(OC)cc1 (centres undefined)	i	-5	i
47	C#CCOCCOCCOCCNc1nc(N2CCOCC2)nc(N2CCN(C(=O)[C@H](CCCCN)n3cc([C@@H](N)CC(C)C)nn3)CC2)n1	i	-6	i
48	Cc1ccc(-c2cnn3c(N4CCOCC4)cc(C)nc23)cc1	i	-11	i
